Pf Dd2 inh – qHTS Primary assay for Inhibitors of Plasmodium falciparum Dd2 growth in vitro | Potency, µM (top dose mostly 28.9 µM), for inactives: top-dose activity, negative = inhibition, hits mostly inhibitors | P. falciparum Dd2 growth, SYBR Green, 72 h | 120,000 compounds, 4.3% hits; active = well fitted inhibition curve with a large enough effect; inconclusive = small, poorly fitted or top-dose-only effect; inactive = no such curve, though single readings can be large or run the other way;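 note: plate controls were DMSO vehicle for no effect and reference drug for full effect; nearly all actives have a fitted effect of over 65% in size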
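Infected erythrocytes (Dd2, 0.3% parasitemia, 2.5% hematocrit final) are added to compound in RPMI-1640/Albumax II medium, grown 72 h at 37C in low oxygen, then lysed with saponin/Triton-X containing SYBR Green and read by fluorescence.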
* hit, by the source's call; i = inactive; ? = inconclusive; [ ] = another dose, or the depositor's remark. Potency is the fitted concentration of half-maximal effect. A portion of the library (hit frequency here may not be typical).

SMILES	Pf Dd2 inh
CNC(=O)N1CCC(C2CCN(C(=O)c3cccn3C)C2)CC1 (stereo not given)	17%
Cc1ccc(NC(=O)CN2C(=O)c3ccccc3Sc3ccc(C(=O)N4CCOCC4)cc32)c(Cl)c1	?
CC(C)NC(=O)c1onc(-c2ccc(Cl)cc2)c1[C@H](C)O	-6%[44.1 µM]
CCOC(=O)c1[nH]ncc1CN1CCCC(Cc2ccc(F)cc2F)(C(=O)OCC)C1 (stereo not given)	-7%
CCCCCC(=O)N1CCC(O)(c2csc(CN3CCN(C)CC3)n2)CC1	24%[44.1 µM]
CCOc1ccc(CC(=O)N2CCN(c3cc(-c4ccc(Cl)cc4)[nH]n3)CC2)cc1	?
CS(=O)(=O)N1CC2(CCN(Cc3c[nH]c4ccccc34)C2)Cc2ccccc21 (stereo not given)	?
Cc1noc(C)c1S(=O)(=O)N1CCCN(c2nc3ncccc3o2)CC1	-7%
COC1CCN(c2ccc(C(=O)NCCCn3ccnc3C(C)C)cn2)CC1	-19%
COc1ccc(NC(=O)c2ccc(COc3ccccc3OC)o2)cc1OC	7%
CCC(=O)N(C1CCOCC1)C1CCN(S(=O)(=O)c2ccc(OC)cc2)CC1	?
CCc1ccccc1NC(=O)Cn1nc2c3cc(F)ccc3n(Cc3cccc(C)c3)cc-2c1=O	i
Cc1ccccc1OCC(=O)N1CCc2nc3cc[nH]n3c(=O)c2C1	9%[5.79 µM]
NCC(=O)N1CCCC(N2CCN(c3cccc(C(F)(F)F)c3)CC2)C1 (stereo not given)	-18%
COC(=O)N1CCCCC1C(=O)N1CCC2(CC1)c1nc[nH]c1CCN2C (stereo not given)	7%
CCOC(=O)CSC1=Nc2ccccc2C2=NC(CCC(=O)NCc3ccc(F)cc3)C(=O)N12 (stereo not given)	-6%
CC(=O)N1CCC([C@@H]2CN(Cc3cc(F)c(F)c(F)c3)C[C@H]2CO)CC1	?
CCc1ccccc1NC(=O)Cn1c(=O)n(-c2ccc(C)c(C)c2)c(=O)c2oc3ccccc3c21	i
CCOc1ccc2c(c1)c(=O)c(S(=O)(=O)c1ccc(C)cc1)cn2CC(=O)Nc1ccc(C)cc1	i
Cc1cn2c(=O)c(S(=O)(=O)Nc3ccc(OC(F)(F)F)cc3)c(C)nc2s1	10%
Cn1nc(-c2ccc3ccccc3c2)cc1[C@H]1CN2CC[C@H]1C[C@@H]2CNC(=O)COc1ccccc1	-13%
N#Cc1cccc(NC(=O)N2CCc3nc4cc[nH]n4c(=O)c3C2)c1	13%[5.79 µM]
CC(C)(C)C(=O)Nc1ccc2nc(SCCOc3ccccc3Cl)sc2c1	?
CCc1noc([C@@H]2CC(F)(F)CN2C(=O)COc2ccccc2)n1	30%
Cc1ccc(-n2c(C3CCN(C(=O)c4n[nH]c5ccccc45)CC3)n[nH]c2=O)cc1	-11%
COc1ccc(C(=O)N2CCC(n3cc(-c4nc(C(C)C)no4)nn3)CC2)cc1	i
COC(=O)c1ccc(NC(=O)Cn2c(-c3nonc3N)nc3ccccc32)cc1	62%[activator]
Cc1cc(Cn2cc3c4c(cccc42)[C@H](CC(C)C)N[C@H](C(=O)N2CCN(C)CC2)C3)no1	?
Cc1ccccc1NC(=O)c1ccc(CNS(=O)(=O)c2ccc3c(c2)C(C)(C)C(=O)N3C)cc1	-16%
COc1ccc(NC(=O)c2c(OC)cc(=O)n3c2CCCC3)c(OC)c1	35%

Two entries picked at random from the list so far, as already listed:
SMILES	Pf Dd2 inh
Cc1ccc(-n2c(C3CCN(C(=O)c4n[nH]c5ccccc45)CC3)n[nH]c2=O)cc1	-11%
COC1CCN(c2ccc(C(=O)NCCCn3ccnc3C(C)C)cn2)CC1	-19%

Rewritten as labelled records: entries from further up
compound: CCOC(=O)CSC1=Nc2ccccc2C2=NC(CCC(=O)NCc3ccc(F)cc3)C(=O)N12 (stereo not given)
  Pf Dd2 inh: -6%
compound: CCc1noc([C@@H]2CC(F)(F)CN2C(=O)COc2ccccc2)n1
  Pf Dd2 inh: 30%
compound: N#Cc1cccc(NC(=O)N2CCc3nc4cc[nH]n4c(=O)c3C2)c1
  Pf Dd2 inh: 13%[5.79 µM]
compound: Cc1ccc(-n2c(C3CCN(C(=O)c4n[nH]c5ccccc45)CC3)n[nH]c2=O)cc1
  Pf Dd2 inh: -11%

Other results.
SMILES	Pf Dd2 inh
Cc1ccc(C)c(NC(=O)Cn2c(=O)n(Cc3ccco3)c(=O)c3ccc(C(=O)NC4CCCC4)cc32)c1	?
CC(C)(O)CCc1cccc(C(=O)NCc2nc3ccccc3o2)c1	-18%
CCn1ccc(C(=O)N2CCn3c(nnc3[C@@H]3C[C@@H](O)CN3Cc3ccccc3)C2)n1	-3%
COc1ccccc1CN1CCC2(CC1)OC(=O)N(Cc1ccccc1F)C2(C)c1ccccc1 (stereo not given)	4µM*
Cc1ccc(NC(=O)CSc2nc3nc(C)c(Cc4ccccc4)c(C)n3n2)cc1	7%
CC(C)NC(=O)[C@@H](C)C1CC[C@@]2(C)CC[C@H](NC(=O)c3ccncc3)[C@@H](C)[C@@H]2[C@H]1O (stereo not given in full)	-7%[44.1 µM]
CC(C)CC(=O)N1CCCC(c2nc(C3CCOCC3)no2)C1 (stereo not given)	?
COc1ccc(C2Cn3nnc(-c4nc(-c5cccc(Br)c5)no4)c3CO2)cc1 (stereo not given)	i
CCOC(=O)N1CCC(NC(=O)c2cnn(-c3cccc(F)c3)c2-n2cccc2)CC1	-8%
O=C(Nc1ccccc1-c1nc2ccccc2s1)c1cc(Cl)cc(Cl)c1	73%[activator]
COc1ccc(Nc2nc3ccc(C)cc3nc2-n2nc(C)cc2C)cc1Cl	15%
O=c1n(-c2cccc(Cl)c2)nc2n1CCN([S+](=O)([O-])c1cccs1)C2	?
CC(C)(C)C1CCC2(CC1)NC(=O)N(CC(=O)NCc1ccco1)C2=O (stereo not given)	?
CN1CCN(c2ccc(-c3noc([C@@H]4CCCN4C4CCCCC4)n3)cn2)CC1	?
Cc1ccc(S(=O)(=O)c2cn(CC(=O)Nc3cccc(Cl)c3)c3ccccc3c2=O)cc1	i
O=C(Nc1ccccc1)C1=NO[C@@H]2CN(Cc3cccc(O)c3)C[C@H]12	-16%[44.1 µM]
O=c1cc(N2CCOCC2)oc2c(-c3ccncc3)nccc12	-22%[44.1 µM]
O=C(O)C[C@@H]1CCN(S(=O)(=O)c2ccccc2)C[C@@H]1CCN1CCN(c2cccc(C(F)(F)F)c2)CC1	12%
COc1ccc(CNS(=O)(=O)c2cc3c(cc2Cl)NC(=O)CO3)cc1	38%[activator][0.594 µM]
COc1ccc(OC)c(-n2nnc(-c3nc(-c4ccc5c(c4)OCO5)no3)c2C)c1	-6%
O=C(CN1C(=O)CCC1=O)N1CCC(c2noc(-c3ccccn3)n2)C1 (stereo not given)	i[5.79 µM]
COc1ccccc1NC(=O)c1cnc(-c2ccc(F)cc2)nc1-c1ccncc1	-20%
CC(C)(C)OC(=O)N1CCC(c2c(C(=O)N3CCN(c4ccccn4)CC3)cnn2-c2ccccc2)CC1	-22%
COCCc1noc(CC2CCOC3(CCN(C(=O)C4CCOCC4)CC3)C2)n1 (stereo not given)	16%
CC(Oc1ccccc1)C(=O)N1CCc2c(c(-c3nncn3C(C)C)nn2C)C1 (stereo not given)	?
COc1ccc(NC(=O)CSc2oc(-c3cccs3)nc2S(=O)(=O)c2ccc(Br)cc2)c(OC)c1	i
CN(Cc1nc(-c2ccc(Cl)cc2)no1)S(=O)(=O)c1ccccc1	6%
Cc1cc(C)c2c(=O)cc(C(=O)Nc3ccc(S(=O)(=O)Nc4onc(C)c4C)cc3)oc2c1	?
Cc1cn2nnc(C(=O)NC3CCCCCC3)c2c(=O)[nH]1	-14%
CC(C)COc1ccccc1C1CC(=O)Nc2cc3c(cc21)OCO3 (stereo not given)	1%
CCOC(=O)C1CCN(c2nc3c(S(=O)(=O)c4ccccc4)nnn3c3ccc(Cl)cc23)CC1	8.9µM*
CC(NC(=O)C1CCN(C(=O)c2ncn3c2COC(c2ccc(Cl)cc2)C3)CC1)c1ccccc1 (stereo not given)	-16%
N#Cc1cccc(C(=O)N2C[C@@H](Oc3ccccc3)C[C@H]2C(=O)N2CCCC2)c1	-9%
Cc1nc(CC(=O)Nc2cccc(C)c2C)cs1	33%[activator]
COc1cccc(S(=O)(=O)N2CC(n3cc(C(=O)NCc4ccccc4)nn3)C2)c1	7%
Cc1ccnc(NC(=O)Cn2nc3c(cc2=O)CCCCC3)c1	2%
Cc1ccc(S(=O)(=O)c2nnn3c2nc(NC2CCCCCC2)c2sccc23)cc1C	?
c1c(-c2nc(C3CCOC3)no2)sc2c1CCCC2 (stereo not given)	-5%
CCc1ccccc1NC(=O)CSc1nnc(-c2nonc2NC(C)=O)n1C	3%
Cc1cccc(C(=O)N2C[C@@H](Oc3ccccc3)C[C@@H]2C(=O)N2CCOCC2)c1	i
Cc1cc2cc(-c3c(C)noc3C)nc(N(C)CCN(C)C)c2o1	2µM*
O=C(c1c[nH]c2ccc(S(=O)(=O)Nc3ccccc3F)cc2c1=O)N1CCCCCC1	14%
Cn1cc(-c2cccc(C(F)(F)F)c2)c2nc(CNc3ccccc3)cn2c1=O	i
CCc1ccc(CNC(=O)C2CCN(C(=O)c3ncn4c3COC(c3ccc(F)cc3)C4)CC2)cc1 (stereo not given)	-18%
O=C(NCCc1ccncc1)C1c2ccccc2C(=O)N(C2CCCCC2)C12CCCCC2 (stereo not given)	10µM*
Cc1cc(C)c(NC(=O)CSc2nc3ccccc3c3nc(CCn4cncc4C)nn23)c(C)c1	3%
Cn1ncc(N2CCC(C(=O)NCC3CC3)C2)cc1=O (stereo not given)	i
Cc1cc(Cl)ccc1NC(=O)N(C)CC1CCOC1 (stereo not given)	55%[activator][5.79 µM]
O=C(c1cccc2nccnc12)N1CCOC(C(F)(F)F)C1 (stereo not given)	21%
Cc1ccc(C(=O)N[C@@H]2CN(C3CCOCC3)C[C@H]2CN(C)C)cc1F	-16%
O=C(NCc1cccc(Br)c1)C1CCN(c2cnc3nccnc3c2)CC1	i
Cc1ccc(CNC(=O)N2CCC(Oc3ncccc3C(=O)N3CCCCC3)C2)cc1 (stereo not given)	5%
COc1ccc(C(=O)N2CC[C@H](CO)[C@H](NC(=O)C3CC3)C2)cn1	?
COc1ncccc1-c1cnc2[nH]cc(CC(=O)Nc3cc(C)nn3C)c2c1	?
CCOCCn1c(=O)[nH]c2cc(C(=O)NCc3nnc(C)o3)ccc21	8%
CC(=O)N1Cc2ccccc2CC2(CCN(Cc3ccccn3)C2)C1 (stereo not given)	-13%
Cc1ccc2onc(CNC(=O)NCc3ccc(Cl)cc3)c2c1	1%
Cc1ccc2nc3n(c2c1)[C@@H](CNCc1cccnc1)COC3	37%[activator][44.1 µM]
CC1(CCCCc2ccccc2)COc2ccc(C(=O)NC3CC3)cc2N1 (stereo not given)	-32%[44.1 µM]
Cc1cnccc1CN(C)Cc1cc2n(n1)CCCNC2	1%

Arranged by heavy-atom count (ascending): 3 of the compounds above.
SMILES	Pf Dd2 inh
Cc1cc(Cl)ccc1NC(=O)N(C)CC1CCOC1 (stereo not given)	55%[activator][5.79 µM]
O=C(c1cccc2nccnc12)N1CCOC(C(F)(F)F)C1 (stereo not given)	21%
O=C(NCc1cccc(Br)c1)C1CCN(c2cnc3nccnc3c2)CC1	i

(further entries)
SMILES	Pf Dd2 inh
Cc1ccc(-c2nnc(SCC(=O)N3CCc4ccccc43)o2)cc1	19%
Cc1nc2ccc(CNC(=O)c3cccc(CCC(C)(C)O)c3)cc2[nH]1	-12%
O=C(O)C[C@@H]1CCN(C(=O)C2CC2)C[C@@H]1CCN1CCC(C(=O)O)CC1	16%[44.1 µM]
COc1ccc(-c2ccc3ncc(Nc4cc(F)cc(N5CCOCC5)c4)n3n2)cc1OC	?
COc1cccn(CC(=O)N(Cc2ccc(SC)cc2)C2CC2)c1=O	-21%
O=C1COC[C@H]([C@H](O)c2ccc(NC(=O)C3CCCC3)cc2)N1	3%[44.1 µM]
O=c1cc(N2CCOCC2)oc2c(NC3CCOCC3)nccc12	-19%[44.1 µM]
Cc1nc(-n2nc(C)c(Cc3ccccc3Cl)c2C)sc1C(=O)N1CCC(C)CC1	-5%
COc1ccc(S(=O)(=O)Nc2cc3c(cc2NCc2ccccc2)n(C)c(=O)n3C)cc1OC	?
Cc1cccc(N(C)C(=O)CN(C)S(=O)(=O)c2ccc3[nH]c4c(c3c2)CCCC4)c1	i
CCC(C)NC(=O)c1cc2n(n1)CCCN(Cc1ccc(C)cc1)C2=O (stereo not given)	7%
CCOC(=O)C1CCCN(C(=O)c2ccc3c(c2)N(Cc2ccccc2)C(=O)c2ccccc2S3(=O)=O)C1 (stereo not given)	?
Cc1ccccc1NC(=O)C1CCN(C(=O)c2cnn(-c3ccccc3)c2-n2cccc2)CC1	-17%
COc1ccccc1NC(=O)CSc1nnc2c3ccccc3n(C)c2n1	27%
Cc1ccc2oc(=O)c3cc(C(=O)NCc4ccc(Cl)cc4)sc3c2c1	32%
O=C(NCc1sc2ccccc2c1Cl)[C@H]1CCC[C@H](O)C1	?
Cc1ccc2c(=O)cc(C(=O)Nc3ccc(S(=O)(=O)N4CCCCC4C)cc3)oc2c1C (stereo not given)	28%
CC(C)N1C[C@H](O)C[C@H]1c1nnc2n1CCN(C(=O)c1nn(C)c3ccccc13)C2	-6%
C=CCNC(=O)c1cnn2c1CN([S+](=O)([O-])c1c(C)noc1C)CC2	2%
